# Compound activity: PubChem BioAssay, several laboratories
# HGIII-sPLA2 inh – Blocks human group III sPLA2 activity; Q9NZ20; inhibition, % at 12.2 µM; hit rate 0.56% among 370,000; QFRET BODIPY PC-A2 liposome hydrolysis, fluorescence;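 active means inhibition above mean plus 3 SD of compounds lying within the high and low control bounds, cut at about 19% in these data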;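 further: 0% = median of test compound wells and 100% = no enzyme DMSO wells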
# Target sequence (Q9NZ20 whole entry, looked up): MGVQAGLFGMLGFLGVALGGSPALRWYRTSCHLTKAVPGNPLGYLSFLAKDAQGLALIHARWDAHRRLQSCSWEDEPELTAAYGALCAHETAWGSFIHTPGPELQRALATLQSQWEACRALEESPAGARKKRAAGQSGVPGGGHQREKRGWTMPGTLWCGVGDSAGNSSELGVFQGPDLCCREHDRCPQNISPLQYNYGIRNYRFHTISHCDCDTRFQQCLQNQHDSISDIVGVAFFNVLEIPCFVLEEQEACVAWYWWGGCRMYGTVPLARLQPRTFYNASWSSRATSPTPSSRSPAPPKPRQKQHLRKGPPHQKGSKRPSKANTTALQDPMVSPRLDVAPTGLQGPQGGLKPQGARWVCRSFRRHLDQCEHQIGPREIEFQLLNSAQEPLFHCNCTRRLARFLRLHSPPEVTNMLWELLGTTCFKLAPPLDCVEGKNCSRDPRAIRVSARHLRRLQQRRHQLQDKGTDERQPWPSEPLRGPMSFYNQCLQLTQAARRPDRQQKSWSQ
# NR1D1 modulator – modulates human Rev-erb alpha binding to DNA | P20393 | Rev-erbα–FITC-DNA binding, fluorescence polarization, 90 min | activity, % at 10 µM | hit rate 0.79% among 370,000;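 active means activity above about 14%, limit read from the data; passing the limit was not always enough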;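 further: 0% = DMSO wells with 35 nM protein and 100% = DMSO wells with 750 nM protein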
# SMARCA2 activ – SMARCA2 function activation, primary screen; MG213 cells, MMTV-luciferase reporter, dexamethasone, overnight; activation, % at 9.1 µM; hit rate 1% among 370,000; AID 652017; in the data active means activation above about 7.8%;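 further: 0% = vehicle wells and 100% = reference activator wells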
# PG9 Ab binder – PG9 antibody binding by small molecule | TR-FRET gp120-PG9 antibody binding | inhibition, % at 6.7 µM | hit rate 0.43% among 360,000; in the data active means inhibition above about 8.5%
# DAX1 inh-1 – inhibitors of human orphan nuclear receptor DAX1 (NR0B1) | HEK293 Gal4-DAX1 luciferase reporter, luminescence | P51843 | hit rate 0.99% among 340,000 | inhibition, % at 6.75 µM | AID 504766;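 active means inhibition above the mean over all tested compounds plus 3 SD, cut at about 4.2% in these data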;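 further: 0% = DAX1-transfected cells with DMSO and 100% = empty-vector control cells with DMSO; inhibition shows as a rise in luminescence from relieved DAX1 repression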
# Target sequence (P51843 207-470 limits assumed): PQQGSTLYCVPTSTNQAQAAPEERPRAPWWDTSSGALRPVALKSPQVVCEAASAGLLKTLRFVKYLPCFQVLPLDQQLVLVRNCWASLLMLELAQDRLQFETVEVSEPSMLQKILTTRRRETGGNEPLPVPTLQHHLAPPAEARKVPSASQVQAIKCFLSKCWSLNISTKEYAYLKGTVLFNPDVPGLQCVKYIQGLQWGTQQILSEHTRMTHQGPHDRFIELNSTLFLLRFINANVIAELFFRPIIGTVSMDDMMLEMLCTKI
# DAX1 inh-2 – blocks DAX1 repression of SF-1 activated StAR promoter; HEK293T StAR-luciferase reporter, SF-1/DAX-1 repression relief; inhibition, % at 6.8 µM; hit rate 1.1% among 370,000; AID 652010;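 active means inhibition above the mean over all tested compounds plus 3 SD, cut at about 3.6% in these data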;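 further: 0% = DAX-1 cells with DMSO and 100% = cells lacking DAX-1 with DMSO; higher inhibition means more luminescence from relief of DAX-1 repression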
# hcDAF-12 act – H. contortus DAF-12 activation, primary screen; HEK293 hcDAF-12 lit1-tk-luc reporter, luminescence; 0% DMSO, 100% Δ7-dafachronic acid; activation, % at 6.8 µM; hit rate 1.4% among 370,000; AID 652067;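 active means activation above the mean of all tested compounds plus 3 SD, cut at about 5.5% in these data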;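 further: 100% = response to 3 µM Δ7-dafachronic acid high control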
# FXN GAA850 act – increases GAA850 frataxin promoter reporter activity. HEK293 lucGAA850 FXN promoter luciferase reporter, 24 h; percent of 10 µM SAHA response. activation, % at 6 µM. hit rate 0.56% among 360,000. AID 540364;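 active means activation above the average of all compounds screened plus 3 SD, cutoff fixed separately per campaign, cut at about 7.5% in these data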;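 further: 0% = DMSO wells and 100% = 10 µM SAHA wells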
# ssDAF-12 act – activates DAF-12 receptor from parasite S. stercoralis; hit rate 1% among 370,000; activation, % at 6.8 µM; HEK293 ssDAF-12/GRIP1 lit1-tk-luc reporter, luminescence; % of 3 µM dafachronic acid response; AID 652126;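 active means activation above the mean over all tested compounds plus 3 SD, cut at about 0.9% in these data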;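 further: 0% = DMSO-only wells and 100% = 3 µM delta7-dafachronic acid wells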
# hgDAF12 agonist – activates the H. glycines DAF-12 receptor ligand-binding domain; activation, % at 6.8 µM; HEK293 GAL4-hgDAF12 UAS-luciferase reporter, agonist luminescence; normalized to butyrate control; hit rate 1.8% among 370,000;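 active means activation above a cutoff set at the mean of all screened compounds plus 3 SD, cut at about 10% in these data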;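 further: 0% = DMSO wells and 100% = sodium butyrate wells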
# PLC-beta3 inh – PLC-beta3 (human) inhibition, primary screen; AID 720704; Purified PLC-beta3, fluorogenic substrate, fluorescence; hit rate 0.18% among 370,000; inhibition, % at 12.2 µM; in the data active means inhibition above about 11%;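 further: 0% = median of compound wells on plate and 100% = full blocker control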
# Active calls of the source: *; nt = no result given. The order is random. Share with any hit: about 7%.
# Results follow in this order: HGIII-sPLA2 inh, NR1D1 modulator, SMARCA2 activ, PG9 Ab binder, DAX1 inh-1, DAX1 inh-2, hcDAF-12 act, FXN GAA850 act, ssDAF-12 act, hgDAF12 agonist, PLC-beta3 inh
CCOc1ncccc1C(=O)Nc1ccc(S(=O)(=O)NC2=NCCCCC2)cc1
    0, 2, 4, -0.4, -0.1, -0.5, 0.0, 2.0, -0.3, 1.8, -4
COc1ccc(CN2CCN(C3CCC3)CC2CCO)c(C)c1C (stereo not given)
    -3, -2, -2, -0.6, 1.9, 1.0, 3.5, 1.7, 0.7, 2.1, 3
COc1ccc(N(CC(=O)NCCC2=CCCCC2)S(C)(=O)=O)cc1
    -1, 1, 1, -1.1, 0.8, 0.1, -0.7, 1.2, -0.6, 0.0, 0
O=C(Cc1ccccc1)NCCc1cnc[nH]1
    0, 3, -2, 0.2, 0.1, 0.3, -0.8, 1.1, -1.3, 1.2, -13
C#CCOCCOCCOCCNc1nc(N2CCN(C(=O)[C@H](CCC(=O)O)n3cc([C@@H](N)CCCCN)nn3)CC2)nc(N2CCN(C(=O)[C@H](CCC(=O)O)n3cc([C@@H](N)CCCCN)nn3)CC2)n1
    4, 0, -4, 2.0, 0.0, 1.5, 0.2, 0.1, -0.9, -0.7, 7
CC(C)=C1SC(N2CCCCC2)=NC1=O
    -7, 3, 0, -0.7, -0.3, 0.2, 1.6, 3.4, -1.1, -0.8, 0
Cc1cccc(C(=O)NCCCNC(=O)c2ccc(C)nc2)c1
    5, -7, -1, -0.8, -0.7, -0.3, 1.3, -0.5, -1.2, -2.1, 1
CC(OC(=O)CSCC(=O)Nc1ccc(Cl)cc1)C(=O)N(C)Cc1ccccc1 (stereo not given)
    -4, -6, -2, 1.3, -0.2, -1.7, -0.7, -1.2, -1.1, 0.0, 2
O=c1c2ccccc2[nH]c(=S)n1-c1cccc(S(=O)(=O)N2CCCC2)c1
    11, -4, -1, 0.1, -0.8, 0.2, -2.3, 2.5, -0.7, -1.9, -1
COc1ccc(S(=O)(=O)Nc2cc3c4c(c2)CC(=O)N4CCC3)cc1OC
    -34, 3, -8, 1.1, 1.2, 2.0, 0.6, 0.6, -0.9, 0.3, 1
Cc1cc(Cl)ccc1C(O)c1ncc(-c2cccc(C(F)(F)F)c2)[nH]1 (stereo not given)
    -4, 2, -2, -0.8, nt, -0.2, -0.8, -0.7, -1.4, -1.3, -2
Cc1ccc2sc(=O)[nH]c2c1
    8, -4, -6, 1.4, 3.9, -0.2, 2.8, 0.1, -1.2, 0.8, -2
Fc1ccc(-c2nnc(-c3ccc4ccccc4c3)o2)cc1
    3, -10, 2, -1.9, 1.4, 7.0*, 8.0*, 5.1, 2.1*, 20*, -4
COc1ccc(CN(CC2CCCO2)S(=O)(=O)c2ccc(C(=O)O)cc2)cc1OC (stereo not given)
    -2, -1, 3, 0.9, -0.1, 0.3, -1.0, -1.3, -1.4, 2.3, 3
O=C(Nc1ccccc1C(=O)N1CCOCC1)c1ccco1
    5, -3, 2, -1.3, 0.6, 1.7, 2.2, 0.2, -0.4, 1.0, -1
CCOc1ccc2nc(SC(CC)C(=O)Nc3cc(C)on3)sc2c1 (stereo not given)
    -1, 5, 1, -0.6, 1.7, -0.5, -0.9, 3.5, -1.5, 3.2, -1
Cc1cccc(NC(=O)COC(=O)C2C3CC4OC(=O)C2C4C3)c1C (stereo not given)
    -4, -6, -3, -2.5, 2.3, 0.4, 0.3, 0.8, -0.5, 1.0, -1
CN1CCC(=NNC(=O)c2ccco2)CC1
    -11, -7, 6, 1.9, 2.9, 1.6, 2.5, -0.3, 0.4, 7.8, 3
CCCOC(=O)c1cccc(Nc2nc(-c3cccnc3)nc3ccccc23)c1
    1, 9, 0, -0.7, -3.2, -2.3, 0.7, 1.1, -1.1, -4.0, -125
Cn1c(C(=O)NCCOc2ccccc2Cl)cc(=O)n(C)c1=O
    -2, 3, 4, -1.2, -0.3, -1.1, -0.7, -1.2, -1.5, 0.5, -3
COc1ccc(N(C(=O)c2cccnc2)S(=O)(=O)c2ccc3c4c(cccc24)C(=O)N3C)cc1
    11, 8, -4, 3.2, -0.2, -0.3, -3.0, -2.4, -1.1, 0.0, -99
O=C(Nc1ccc2c(c1)CCC2)c1ccc(Cl)nc1
    -3, -4, 6, -0.5, 4.7*, 3.8*, 7.7*, 4.6, 1.2*, 19*, 2
COC(=O)CSc1ncc(S(=O)(=O)c2ccccc2)c(=O)[nH]1
    15, -1, -4, -0.7, -0.2, -0.3, 2.2, 0.7, -0.3, -2.4, -3
O=C(CSc1n[nH]c(-c2ccccc2)n1)N1CCCC1
    3, 4, 3, -1.3, 1.1, 0.2, 0.9, 2.7, -1.0, 2.2, -4
Cc1cccc(CNC(=O)Nc2nnc([C@@H]3C[C@H](O)[C@@H](CO)O3)s2)c1
    -1, -8, 0, -1.3, nt, 0.5, 0.6, -0.6, -0.5, 1.5, 4
CCN(CC)CCN(Cc1cc2cccc(C)c2[nH]c1=O)C(=S)Nc1ccccc1
    4, -3, 2, -0.2, -0.3, 0.7, -0.6, -1.4, -0.5, 3.7, -4
O=C(NCCC1=CCCCC1)C1CCN(S(=O)(=O)c2ccc(Cl)s2)CC1
    -3, 9, -7, nt, nt, 0.0, -1.3, nt, -0.8, -1.8, -1
CS(=O)(=O)Nc1cccc(-c2cnc3ccccc3n2)c1
    2, -1, 6, -1.9, 4.3*, 1.0, 5.5, 4.7, -0.5, 9.2, -2
O=C(O)c1ccc(N2C(=O)Nc3ccccc3N2O)cc1
    -1, 0, 3, 0.0, 0.3, 0.1, -1.4, 0.3, -0.4, -0.3, -1
Cn1c(Cc2cccs2)n[nH]c1=S
    13, -1, -4, 0.4, -0.6, -0.1, -2.0, -0.2, -1.4, -1.1, 2
Cn1c(=O)c2c(-c3ccccc3)n(Cc3cccnc3)cc2n(C)c1=O
    -4, 9, 0, -1.7, -0.7, -0.2, -1.8, 0.3, -1.3, -0.6, -1
O=C(CCC1CCCC1)Nc1ccc(C(=O)NCc2cccnc2)cc1
    -5, -1, 1, -1.3, -4.5, -4.1, -6.5, 5.9, -2.5, -5.0, 0
Cc1onc(-c2c(Cl)cccc2Cl)c1C(N)=O
    0, 1, -1, -0.9, 0.5, 1.3, 1.7, 0.9, -0.4, -1.6, 2
CC(OC(=O)c1cc(=O)[nH]c2ccccc12)C(=O)NCc1ccccc1 (stereo not given)
    -3, 2, -2, -0.2, -1.2, 0.0, -0.8, 1.5, -1.2, -0.3, -149
O=c1[nH]cc(S(=O)(=O)N2CCCc3ccccc32)c(=O)[nH]1
    2, -1, 0, -0.3, 0.0, 1.3, -0.9, -0.8, -1.0, 0.9, -7
Cc1ccc(S(=O)(=O)N2CCOCC2)cc1C(=O)NCCCN1CCCC1=O
    -9, -6, 0, -1.5, 1.2, -0.7, -0.5, -0.6, -0.9, 0.0, -13
O=C(O)c1ccc(N=C2c3ccccc3-c3ccccc32)cc1
    -1, 6, -3, -1.6, 1.4, 1.4, 1.5, 0.4, -1.4, 3.2, 4
COCCNC(=O)C1(C)CCN(C(=O)c2ccc3ccccc3n2)C1 (stereo not given)
    14, -2, -5, 0.0, nt, -1.5, -1.3, -0.1, -0.8, -0.4, 2
Cn1c(=O)oc2cc(S(=O)(=O)N3CCC(C(=O)Nc4ccc(OC(F)(F)F)cc4)CC3)ccc21
    1, -1, -2, -3.3, 1.4, -0.3, -1.5, 2.5, -1.1, 0.1, 5
O=C(CCN1CCOCC1)c1ccc(N2CCCCC2)cc1
    15, 2, -4, 1.4, -2.4, -1.5, -4.4, -4.7, -2.9, -10, -16
C=CCC1(CC=C)CC(Cc2cnccn2)N(C(=O)OC(C)(C)C)C1 (stereo not given)
    13, 4, -4, 0.6, 0.2, -0.5, -0.4, 0.9, -1.4, 0.4, -1
O=C(NCCC1=CCCCC1)NC12CC3CC(CC(C3)C1)C2
    5, 1, -1, 0.6, 0.2, 3.7*, 4.7, 4.9, 0.0, 5.2, -3
Cc1ccc(NC(=O)NNC(=O)COc2ccc3ccccc3c2)cc1
    -10, 5, -2, -0.3, -0.5, 0.1, -1.2, 1.2, -1.0, -1.3, -8
COc1ccc(NC(=O)CS(=O)(=O)Cc2ccccc2)c([N+](=O)[O-])c1
    -10, -3, 2, -3.3, -0.6, -0.3, -3.1, 2.6, -0.9, 2.9, -2
Cc1ccc(C(=O)Cn2cnc3ccccc3c2=O)cc1C
    -9, -5, 1, 0.6, 1.0, 0.8, 3.7, 2.9, -0.9, 8.6, 1
Cc1sc(NC(=O)CSc2nnnn2C)c(C#N)c1C
    4, -1, 1, -1.6, 2.1, 0.3, -1.0, -1.5, -1.6, 0.4, 0
CCCN1CNC(=S)N(c2ccccc2OCC)C1
    -1, -5, 4, 0.1, 2.2, 0.5, -2.3, -0.1, -1.5, 1.3, 2
Cc1cc(C)nc(SCCS(=O)Cc2ccc(Cl)cc2)n1 (stereo not given)
    9, 4, -2, -3.4, -0.8, -0.3, -0.4, 1.0, -1.3, -2.8, 8
COc1cc(CC(NC(C)=O)C(=O)NC2CCN(C(=O)Nc3ccc(C)cc3)CC2)cc(OC)c1 (stereo not given)
    -3, -4, -2, 1.2, -0.3, 0.3, -1.4, -1.1, -0.9, -0.7, -4
NS(=O)(=O)c1ccc(CCNC(=O)c2ccc[nH]c2=S)cc1
    9, 2, 0, -1.8, 0.0, -0.4, 0.8, 1.0, -0.9, -0.9, -6

# (next part)
# Results follow in this order: HGIII-sPLA2 inh, NR1D1 modulator, SMARCA2 activ, PG9 Ab binder, DAX1 inh-1, DAX1 inh-2, hcDAF-12 act, FXN GAA850 act, ssDAF-12 act, hgDAF12 agonist, PLC-beta3 inh
COc1ccc(C2Oc3ccccc3C3=C2C(c2cccs2)n2ncnc2N3)cc1 (stereo not given)
    4, -10, -5, 0.1, -1.5, -0.5, 2.1, -6.6, -0.5, -0.4, -120
CN(C)C(=S)Nc1cccc(-c2n[nH]c(=S)o2)c1
    9, -3, -2, -0.3, 1.8, 1.2, -0.2, 2.3, -1.5, 0.3, -21
O=C(C1=C[C@@H](c2ccc(C(F)(F)F)cc2)C[C@@H](OCCCCO)O1)N1CCCCCCC1
    -1, -6, -2, 0.9, 1.9, -0.2, 0.3, 0.3, -1.1, -1.2, 3
COc1ccc(CC(=O)Nc2cccc(SC)c2)cc1OC
    -6, -1, -5, -0.1, -2.8, -4.1, -2.4, -1.0, -2.4, -5.0, -2
CCCCNc1c(-c2ccc(SC3CCCCC3)c(OC)c2)nc2ccc(Cl)cn12
    -2, 20*, 1, -2.4, 0.3, 0.1, -0.6, -0.2, -1.4, 1.7, -182
O=c1oc2ccccc2c2nccnc12
    3, -3, -1, -1.1, -0.9, 0.3, 0.0, -1.7, -1.7, -0.2, 6
C=CCNC(=O)NC(=O)COC(=O)CC(NC(N)=O)c1ccc(Cl)cc1 (stereo not given)
    -7, 2, 1, 1.4, 0.6, -0.2, 0.1, -1.5, -0.7, 1.7, 2
O=C(NC1CCN(Cc2ccc3ccccc3c2)CC1)c1ccccc1
    3, 6, -5, 0.0, -1.8, -0.8, -2.6, -0.3, -1.6, -1.8, -8
